From PubChem
Cy5 interf NS3h – counter-screen for HCV NS3 helicase inhibitors: fluorescence interference | Cy5-dT15 DNA with NS3h; actives lie on both sides; signal over control mean, under 1 quenches | fluorescence interference ratio at 100 µM | hit rate 6% among 16,000;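 active = compound fluorescence over control fluorescence at most 0.8, a quencher, or at least a set upper limit, an enhancer; inactive = ratio between 0.8 and the set upper limit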
HCV NS3h FP – hepatitis C NS3 helicase inhibition, primary screen | NS3h Cy5-dT15 DNA binding, fluorescence polarization | inhibition, % at 100 µM | hit rate 1.6% among 16,000;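 active = inhibition above the average over every tested compound plus 3 SD, cut at about 40% in these data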
* marks the source's active call; other numbers are inactive results.

SMILES	Cy5 interf NS3h	HCV NS3h FP
COc1ccc(N(CC(=O)Nc2ccc(Br)cc2)S(=O)(=O)c2ccc(C)cc2)c(OC)c1	1.05	20.9
Cc1ccc(S(=O)(=O)Nc2ccccc2-c2ccccc2)cc1[N+](=O)[O-]	1.09	9.4
O=C1/C(=C/C(Cl)=C/c2ccc([N+](=O)[O-])cc2)SC(=S)N1c1ccc(O)cc1	1.04	3.3
O=C(Nc1cccc(C(F)(F)F)c1)c1ccc(I)cc1	0.813	12.5
O=C(c1cccc(Br)c1)N1CCCCC1	0.954	-6.0
CCCCNC(=O)c1cc2nc(-c3ccc(OCC)cc3)cc(C)n2n1	0.931	-0.3
CCOc1cc(/C=c2/sc3nc4ccccc4n3c2=O)ccc1OS(=O)(=O)c1ccc(C)cc1	0.97	-1.6
COc1ccc(NC(=O)c2nc[nH]c2C(=O)Nc2ccc(OC)cc2)cc1	1	7.4
CC1CCN(C(=O)COc2ccc(-c3ccccc3)cc2)CC1	0.674*	24.9
CCOC(=O)C1=C(C)N=c2s/c(=C\c3cccc([N+](=O)[O-])c3)c(=O)n2C1c1cccc(OC)c1 (stereo not drawn)	1.01	-7.3
O=C(NC1CCS(=O)(=O)C1)/C(=C\c1ccc(Br)cc1)NC(=O)c1ccccc1 (stereo not drawn)	1.26*	8.2
c1ccc2c(c1)[nH]c1nc(SCCCN3CCOCC3)nnc12	1.01	-2.2
Cc1cc(Br)ccc1NC(=O)c1cccc([N+](=O)[O-])c1C	1.15	13.0
CC(=O)c1c(C)nc(-c2ccccc2)nc1NC(=O)C(C)C	1.07	-16.4
O=C(NC1CC1)c1ccc(C2SCC(=O)N2Cc2ccccc2)cc1 (stereo not drawn)	0.914	9.1
CS(=O)(=O)N(CC(=O)Nc1cccc(C(F)(F)F)c1)c1cccc(Cl)c1	0.983	10.9
NS(=O)(=O)c1ccc(NC(=O)c2ccccc2C(=O)O)cc1	0.899	7.6
CC(C)CN1C(=O)/C(=C/c2ccc(Cl)cc2Cl)SC1=S	0.915	4.1
COc1ccc(NC(=O)/C(=C\c2cccc([N+](=O)[O-])c2)NC(=O)c2cccs2)cc1	0.94	4.8
Cc1cc(/C=C2\C(=O)NC(=O)N(c3ccccc3F)C2=O)c(C)n1-c1cccc([N+](=O)[O-])c1	0.964	9.8

Compound profiles (already shown). Order of screens: Cy5 interf NS3h	HCV NS3h FP
`Cc1cc(Br)ccc1NC(=O)c1cccc([N+](=O)[O-])c1C` reads 1.15	13.0
`CC(C)CN1C(=O)/C(=C/c2ccc(Cl)cc2Cl)SC1=S` reads 0.915	4.1
`COc1ccc(NC(=O)/C(=C\c2cccc([N+](=O)[O-])c2)NC(=O)c2cccs2)cc1` reads 0.94	4.8
`O=C(NC1CCS(=O)(=O)C1)/C(=C\c1ccc(Br)cc1)NC(=O)c1ccccc1` (stereo not drawn) reads 1.26*	8.2
`NS(=O)(=O)c1ccc(NC(=O)c2ccccc2C(=O)O)cc1` reads 0.899	7.6

Additional compounds.
SMILES	Cy5 interf NS3h	HCV NS3h FP
O=C(/C=C/c1ccc(Cl)cc1)Nc1ccc(NC(=O)c2ccco2)cc1	1.07	14.2
Cc1cccc(NC(=O)CSc2nc3ccccc3s2)c1C	0.999	0.7
COc1cc(NC(=O)COc2ccccc2C)cc([N+](=O)[O-])c1	0.981	9.1
Cc1nc(Nc2nc(-c3ccccc3)cc(=O)[nH]2)nc2c(C)cccc12	1.04	-2.8
Cc1ccc(C)c(Nc2cc(C)c(C#N)c3nc4ccccc4n23)c1	1.03	21.2
CCOC(=O)C1=C(C)N=c2s/c(=C\c3ccc(O)c(OC)c3)c(=O)n2C1c1ccc(C)cc1 (stereo not drawn)	0.988	10.9
NNC(=O)c1ccc(-n2c(-c3ccccc3)ccc2-c2ccccc2)cc1	1.05	-1.5
O=c1ccc([N+](=O)[O-])ccc1Nc1ccccn1	1.03	1.7
COC(=O)c1cc(Br)c(C)c(NC(C)=O)c1[N+](=O)[O-]	1.09	1.9
Cc1cc(=O)[nH]c(Nc2nc3ccccc3o2)n1	1.16	18.0
Cc1ccc(-c2cc3nc(C)c(Cl)c(=O)n3[nH]2)cc1	0.768*	14.2
Cc1ccccc1-c1nc2ccccc2c(=O)n1/N=C\c1ccc([N+](=O)[O-])cc1	0.942	12.4
COc1cccc(C2c3c(-c4ccccc4)n[nH]c3C(=O)N2c2ccccc2)c1 (stereo not drawn)	1.05	3.8
O=C1C(=O)N(c2nc3ccccc3s2)C(c2ccccc2Cl)C1=C(O)c1ccccc1 (stereo not drawn)	1.02	38.8
CCOC(=O)c1ccc(P(=O)(C(C)(C)C)C(C)(C)C)cc1	0.942	-1.8
Cc1ccccc1C(=O)Nc1ccc([N+](=O)[O-])cn1	1.16	4.7
C=CCOC(=O)C1=C(C)NC(C)=C(C(=O)OCC=C)C1c1ccc(N(C)C)cc1	0.936	13.0
CCOC(=O)c1c(-c2ccc(C)cc2)csc1NC(=O)C1CC1	1.03	7.8
CN1CCN(Cc2c(O)ccc3cc(-c4nc5ccccc5s4)c(=O)oc23)CC1	1.02	3.3
Cc1cc(NC(=O)CSc2nc(-c3ccccc3)cc(-c3ccccc3)n2)no1	1.02	7.1
COc1cc(/C=N\NC(=O)c2cccc(I)c2)ccc1OC(C)=O	1	5.8
COc1ccc(Oc2ccc(N)cc2)cc1	0.923	-11.5
COc1ccc(C(=O)/C=C/Nc2cccc(Cl)c2Cl)cc1	1.04	17.4
COC(=O)COC(=O)c1c(Cl)ccc(Cl)c1OC	1.05	3.1
Cc1cccc(NC(=O)/C=C/c2ccc(Cl)cc2)c1	1.03	3.9
COc1ccc(Cl)cc1C(=O)Nc1ccccc1I	1.01	13.5
COc1ccccc1-c1c(C(F)(F)F)oc2cc(OC(=O)c3ccco3)ccc2c1=O	0.98	12.6
Cc1ccccc1N(CC(=O)O)S(=O)(=O)c1ccccc1	1.06	-2.6
Cc1cc(C)nc(N=C(N)Nc2ccc(Cl)cc2C(=O)c2ccccc2)n1	0.792*	0.7
COC(=S)NC(=NS(=O)(=O)c1ccc(Cl)cc1)c1ccccc1	1.03	8.2
COc1cc(/C=C2/SC(=S)N(C)C2=O)ccc1OCc1cccc2ccccc12	1.06	4.2
CCC(=O)Nc1ccc2nn(-c3ccc(C)c(Cl)c3)nc2c1	1.06	25.8
O=C(COc1ccc(Cl)cc1Cl)Nc1ccc(O)c(-c2nc3ccccc3s2)c1	1.1	-11.8
CCCN(CCC)C(=O)c1ccccc1NC(=O)c1ccccc1Cl	1.01	-11.5
CCOc1ccc(/C=C(/C#N)c2nc(-c3ccc(Br)cc3)cs2)c(OCC)c1	0.958	15.2
CC(=O)OCC12COC(C)C(C1)C(C)=CC2C (stereo not drawn)	0.985	0.7
Cc1ccc(C(=O)Oc2ccc(C=C3C(=O)NC(=O)NC3=O)cc2)cc1	0.939	4.3
OCC#CC(O)(c1ccc(F)cc1)c1ccc(F)cc1	0.99	-16.4
CC(C)c1ccc(NC(=O)c2c(Cl)cccc2Cl)cc1	0.978	12.6
CC(=O)N/N=C\c1ccc2c(c1)OCO2	0.937	-1.3

The list goes on, starting with the last 3 of the part before.
SMILES	Cy5 interf NS3h	HCV NS3h FP
OCC#CC(O)(c1ccc(F)cc1)c1ccc(F)cc1	0.99	-16.4
CC(C)c1ccc(NC(=O)c2c(Cl)cccc2Cl)cc1	0.978	12.6
CC(=O)N/N=C\c1ccc2c(c1)OCO2	0.937	-1.3
CC1CN(C(=O)c2cc([N+](=O)[O-])cc([N+](=O)[O-])c2N)CC(C)O1 (stereo not drawn)	1.18	1.8
COc1cc(/C=C/C(=O)c2c(-c3ccccc3)c3cc(Cl)ccc3[nH]c2=O)cc(OC)c1OC	0.921	7.1
Cc1ccccc1-c1n[nH]c(=S)n1C1CCCCC1	0.977	6.8
N#Cc1ccccc1NS(=O)(=O)c1ccccc1[N+](=O)[O-]	1	-4.3
COc1cc(C2Nc3ccccc3C(=O)N2c2ccc(C)cc2)ccc1O (stereo not drawn)	1.02	9.6
CC(C)CC(NC(c1ccccc1)(c1ccccc1)c1ccccc1)C(=O)O (stereo not drawn)	0.578*	8.7
Cn1c(=O)n(CCOc2ccc([N+](=O)[O-])cc2)c2ccccc21	0.979	8.0
COc1cc(/C=N\NC(=O)CCc2cc(C(C)(C)C)c(O)c(C(C)(C)C)c2)cc(Br)c1O	0.994	8.8
CCOC(=O)Cc1cc(-c2ccccc2O)nc2ccc3ccccc3c12	1.06	-4.9
NC(=O)c1cc2n(n1)C(C(F)(F)F)CC(c1ccco1)N2 (stereo not drawn)	1.04	4.7
O=c1[nH]c(/C=C/c2ccccc2)c([N+](=O)[O-])c(=O)[nH]1	0.95	8.1
CC(=O)Nc1cc(C(=O)O)cc(N)c1Cl	1.08	2.9
CCOC(=O)c1ccc(N2NC(=O)/C(=C/c3cc(Br)ccc3O)C2=O)cc1	0.685*	-13.7
O=C(NCc1cccnc1)c1nn2c(c1Cl)NC(c1cccs1)CC2C(F)(F)F (stereo not drawn)	1	7.4
CSc1ccc(S(=O)(=O)N(CC(=O)Nc2cc(C)cc(C)c2)c2ccc(C)cc2)cc1	1.02	5.8
COc1cccc(CN2CCN(Cc3cccn3C)CC2)c1	0.966	-10.9
O=C(O)c1ccc(NC(=O)c2ccccc2NC(=O)c2ccccc2Cl)cc1	1.04	5.7
Cc1cccc(N2C(=O)NC(=O)/C(=C/c3cc(Cl)c(O)c(Cl)c3)C2=O)c1	1.04	15.6
Cc1ccnc(NS(=O)(=O)c2ccc(NC(=O)c3cccc(I)c3)cc2)n1	1.02	4.3
CC1=C(C(=O)Nc2cccc(Cl)c2)C(c2ccc([N+](=O)[O-])cc2)NC(=O)N1 (stereo not drawn)	1.1	9.6
CC(C)c1ccc(/C=C2\SC(=S)N(C3CCS(=O)(=O)C3)C2=O)cc1 (stereo not drawn)	0.949	-0.7
Cc1c(NC(=O)/C=C/c2cn(-c3ccccc3)nc2-c2ccc(F)cc2)c(=O)n(-c2ccccc2)n1C	0.812	12.4
O=C(CC1S/C(=N/N=C\c2ccccc2)NC1=O)Nc1ccccc1Br (stereo not drawn)	1.08	6.4
Cc1ccc(N2C(=O)CSC23C(=O)Nc2ccccc23)cc1Cl (stereo not drawn)	0.982	10.9
CC(Sc1ccc(Cl)cc1)C(=O)NCCc1ccccc1 (stereo not drawn)	0.991	9.8
N#CCc1nc(-c2ccc([N+](=O)[O-])cc2)cs1	1.06	15.4
Cc1nnc(Nc2ccc3c(c2)ncn3C)c2ccccc12	1.21*	12.4
O=C(Nc1cccc(I)c1)C(c1ccccc1)c1ccccc1	1.04	10.9
COc1ccc(NC(=O)c2c(NC(=O)C(Cl)(Cl)Cl)sc3c2CCC3)cc1	0.603*	26.6
O=C(/C=C/c1c[nH]c2ccccc12)c1ccc([N+](=O)[O-])cc1	0.992	42.6*
O=C(Nc1ccc(-c2cnc(-c3ccc(NC(=O)c4ccccc4Cl)cc3)nc2)cc1)c1ccccc1Cl	0.718*	15.9
Cc1cc([N+](=O)[O-])c(-c2ccc(C=C3C(=O)c4ccccc4C3=O)o2)cc1Cl	1.02	6.0
CC(=O)Nc1ccc(S(=O)(=O)n2c(C)cc(C)nc2=O)cc1	1.05	-3.0
CC(=O)Nc1ccc(-n2c(C)cc(/C=C(/C#N)C(=O)Nc3ccccc3C)c2C)cc1	0.985	-7.1
COc1ccc(C2C(C(=O)OC(C)C)C(=O)CC(C)(O)C2C(=O)OC(C)C)cc1OC (stereo not drawn)	1.04	-1.8
O=C(NCc1ccco1)C1c2ccccc2Oc2ccccc21	1.05	0.0
Cc1ccsc1C=Nc1cccc([N+](=O)[O-])c1	1.09	5.7
O=C(Nc1ccc(S(=O)(=O)Nc2ncccn2)cc1)c1cccc(Br)c1	1.07	15.7
CC(=O)c1c(C)n(S(=O)(=O)c2ccccc2)c2ccc(NS(=O)(=O)c3ccccc3)cc12	1.03	14.9
CCOC(=O)CSc1nnc(-c2ccc(Br)cc2)o1	0.986	-5.0

Given as comma-separated lines: part of the list above
Structure,Cy5 interf NS3h,HCV NS3h FP
CC(=O)Nc1ccc(S(=O)(=O)n2c(C)cc(C)nc2=O)cc1,1.05,-3.0
CC(=O)c1c(C)n(S(=O)(=O)c2ccccc2)c2ccc(NS(=O)(=O)c3ccccc3)cc12,1.03,14.9
O=C(Nc1ccc(S(=O)(=O)Nc2ncccn2)cc1)c1cccc(Br)c1,1.07,15.7
O=C(NCc1ccco1)C1c2ccccc2Oc2ccccc21,1.05,0.0
COc1ccc(C2C(C(=O)OC(C)C)C(=O)CC(C)(O)C2C(=O)OC(C)C)cc1OC (stereo not drawn),1.04,-1.8

Next part.
SMILES	Cy5 interf NS3h	HCV NS3h FP
CC(C)(C)c1cc(C(C)(C)C)cc(S(=O)(=O)CCc2ccncc2)c1	0.984	5.4
Brc1ccc(N2COc3ccc4ccccc4c3C2)cc1	0.927	3.3
O=C(NCc1ccc(F)cc1)c1ccc(Br)cc1	1.04	9.4
COc1ccc(NC(=O)C(C)c2ccc(CC(C)C)cc2)cc1 (stereo not drawn)	0.869	8.6
COc1ccc(/C=C2\SC(=S)N(c3cccc(C)c3C)C2=O)cc1OC	0.979	14.6
Cc1ccccc1OCC(=O)Nc1ccc(OC(F)(F)F)cc1	0.883	2.3
CC12CC3CC(C1)CC(CNC(=S)Nc1ccccc1)(C3)C2	1.03	2.8
COc1cccc(NC(=S)NC(NC(=O)c2ccc(Br)cc2)C(Cl)(Cl)Cl)c1 (stereo not drawn)	1.02	6.4
CN(C)c1ccc(/C=N\N2C(=O)C3C(C2=O)C2C=CC3C23CC3)cc1Br (stereo not drawn)	0.928	12.4
O=C(Nc1ccc(Cl)cc1)Nc1nnc(Cc2ccc(F)cc2)s1	1	4.2
O=C1ON=C(c2ccc(Cl)cc2)/C1=C/c1ccc(O)cc1	0.977	-1.6
CC(C)CNC(=O)/C(=C/c1ccc(N(C)C)cc1)NC(=O)c1ccccc1	0.97	25.6
COc1ccccc1OCCNC(=O)c1ccccc1I	1.09	6.3
Cc1cccc(-c2noc(COc3ccc(Cl)cc3)n2)c1	1.15	10.4
O=C1OC(C23CC4CC(CC(C4)C2)C3)=N/C1=C\c1ccccc1	1.02	5.6
